Bioassay records (PubChem)
PKM2 activator: increases activity of human pyruvate kinase M2; P14618; purified PKM2, Kinase-Glo ATP luminescence, activation; response scale: 0% is enzyme alone, no compound; Potency, µM (highest dose often 57.5 µM), for inactives: at the highest dose activation, usual class: activators; 260,000 tested, 0.34% active; AID 1631; further: potency means the concentration at half of the fitted maximal effect; on the % scale 0 is the no-effect control and ±100 the full control effect; nearly all actives have a fitted effect of over 55% in size
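ATP formation by purified human PK-M2, quantified via coupled luciferase luminescence after 1 h at room temperature with 0.1 mM ADP and 0.5 mM PEP final.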
Eya2 inh: blocks the phosphatase activity of human Eya2 | recombinant Eya2, OMFP fluorescence dephosphorylation (OMFP is methylfluorescein phosphate) | Potency, µM (doses to about 76.9 µM), for inactives: at the highest dose activity, negative = inhibition, most hits filed as inhibitors | 330,000 tested, 0.006% active | AID 488837 | O00167; further: potency means the concentration at half of the fitted maximal effect; on the % scale 0 is the no-effect control and ±100 the full control effect
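Eya2 protein (added as 0.2 uM solution) was preincubated with compound for 10 min at ambient temperature in 50 mM HEPES pH 7.5, 50 mM NaCl, 5 uM MgCl2, 0.05% BSA, 1 mM DTT. OMFP (added at 50 uM) then reacted 10 min; fluorescence read at 485/525 nm.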
MBNL1-CUG inh: MBNL1-poly(CUG) RNA binding inhibition; 280,000 tested, 0.036% active; TR-FRET MBNL1-His/biotin-(CUG)12 binding, 665/545 ratio; AID 2675; Q9NR56; Potency, µM (highest dose often 57.5 µM), for the others: top-dose activity change, negative = inhibition, hits mostly inhibitors; active means well fitted inhibition curve with a large enough effect in the signal ratio, with a control signal flat, not every such curve was filed as active; inconclusive means small, poorly fitted or top-dose-only effect, or effect the other way, or a change in a side signal; inactive means no such curve, though single readings can be large or run the other way; the % refers to the signal ratio; further: potency means the concentration at half of the fitted maximal effect; on the % scale 0 is the no-effect control and ±100 the full control effect
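TR-FRET between His-tagged MBNL1 and biotin-(CUG)12 RNA, detected with Tb anti-His antibody (0.055 ng/ul) and streptavidin-XL665 (5 nM), 60 min at room temperature. Compounds titrated 92 nM to 58 uM; 665/545 nm ratio normalized to buffer and complex controls.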
S-ASM inh: inhibitors of human secretory acid sphingomyelinase. placental ASM, HMU-PC fluorogenic substrate, 60 min. AID 504937. P17405. 340,000 tested, 0.006% active. Potency, µM (top dose mostly 57.5 µM), for inactives: at the top dose activity change, negative = inhibition, actives largely listed as inhibitors; further: potency means the concentration at half of the fitted maximal effect
Target sequence (P17405 47-631 limits assumed): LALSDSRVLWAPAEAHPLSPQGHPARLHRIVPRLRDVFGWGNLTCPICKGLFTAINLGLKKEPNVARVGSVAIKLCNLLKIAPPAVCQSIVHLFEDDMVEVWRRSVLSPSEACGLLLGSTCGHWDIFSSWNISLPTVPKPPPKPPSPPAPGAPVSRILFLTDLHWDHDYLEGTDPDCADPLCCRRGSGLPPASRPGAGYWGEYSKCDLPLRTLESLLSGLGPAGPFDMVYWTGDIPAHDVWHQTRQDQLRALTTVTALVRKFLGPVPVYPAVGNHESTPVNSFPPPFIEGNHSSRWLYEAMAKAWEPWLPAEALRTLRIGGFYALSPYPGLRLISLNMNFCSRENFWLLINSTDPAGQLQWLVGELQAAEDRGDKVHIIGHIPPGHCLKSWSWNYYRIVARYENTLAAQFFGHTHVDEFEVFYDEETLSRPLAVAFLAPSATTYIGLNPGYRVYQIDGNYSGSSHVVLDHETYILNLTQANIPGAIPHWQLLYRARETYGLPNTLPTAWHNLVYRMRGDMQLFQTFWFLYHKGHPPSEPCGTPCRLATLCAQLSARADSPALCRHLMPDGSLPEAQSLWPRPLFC
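qHTS format. ASM enzyme prepared from human placenta hydrolyses the fluorogenic substrate HMU-PC0 (9 uM final) over 60 min at 37 °C after a 10 min compound preincubation.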
Mito fusion yeast: blocks mitochondrial division or promotes mitochondrial fusion. S. cerevisiae fusion-defective mutant growth rescue, CellTiterGlo 48 h. Potency, µM (series often up to 46.1 µM), without a hit: top-dose growth rescue (activation), usual class: activators. 320,000 tested, 0.23% active;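 further: potency means the concentration at half of the fitted maximal effect; % of control where 0% means no effect; nearly all actives have a fitted effect of over 45% in size; temperature-sensitive fusion mutants such as fzo1-1 at 37 °C on non-fermentable ethanol glycerol medium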
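Compounds are tested for their ability to restore growth of mitochondrial fusion-defective yeast strains at non-permissive 37C in YPEG medium over 48 hours. Viability is quantified by luciferase luminescence.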
KCNH2 WT inh: KCNH2 (human, wildtype) channel inhibition; U2OS, BacMam KCNH2, thallium flux FluxOr; stronger effect = lower value; 340,000 tested, 0.37% active; Q12809; activity change, % at 1.84 µM;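 active means maximum activity change below -70%; inconclusive means maximum activity change between -70% and -50%; inactive means maximum activity change above -50%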; further: on the % scale 0 is the no-effect control and ±100 the full control effect
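U2OS cells were transduced with wild-type KCNH2 virus (2.03 x 10^8 / mL) for 4 h at room temperature, then cultured overnight at 37 C. Thallium flux was read with FluxOr dye. Rate constants were normalized to DMSO controls.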
USP2a inh: inhibitors of human ubiquitin-specific protease USP2a; O75604; USP2 core, Ub-CHOP2 coupled fluorogenic reporter, 485/531; Potency, µM (highest dose often 38.3 µM), inactives show at the top dose activity change, negative = inhibition, actives largely listed as inhibitors; 330,000 tested, 0.01% active; AID 463254;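 further: potency means the concentration at half of the fitted maximal effect; plate controls were DMSO wells for no effect and full inhibition by NEM control for full effect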
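USP2 core (10nM final) preincubated 30min RT with compound in 20mM Tris-HCl pH 8.0, 2mM CaCl2, 2mM beta-mercaptoethanol, 0.05% CHAPS; 25nM Ub-CHOP2 plus 25nM reporter substrate added, fluorescence (Ex485/Em531) read after 60min.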
TSHR antagonist: blocks TSH signaling through the human TSH receptor. P16473. TSHR-expressing cells, TSH-stimulated cAMP HTRF, 2 h; stronger effect = lower value. activity change, negative = inhibition, % at 11.5 µM. 330,000 tested, 0.2% active. AID 504810;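 active means activity change below a set negative limit, meaning inhibition stronger than a set level, cut at about -70% in these data; inconclusive means activity change between two set negative limits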; further: on the % scale 0 is the no-effect control and ±100 the full control effect
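Competitive HTRF cAMP read-out (cryptate anti-cAMP antibody, cAMP-d2; 30 min, room temperature) in freshly harvested TSHR cells. Compounds added before TSH at EC80 (4nM final), followed by 2 hours' incubation at 37 deg C.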
BCR signal inh: blocks chronic active B-cell receptor signaling; ABC-DLBCL IkBa-CBG/CBR reporter, luminescence ratio, 4 h; Potency, µM (top dose mostly 46.1 µM), for the others: top-dose ratio change, negative = lower green/red ratio, hits mostly inhibitors; 340,000 tested, 0.05% active; AID 493014; active means well fitted inhibition curve with a large enough effect in the signal ratio, with a control signal flat, not every such curve was filed as active; inconclusive means small, poorly fitted or top-dose-only effect, or effect the other way, or a change in a side signal; the % refers to the signal ratio;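 further: potency means the concentration at half of the fitted maximal effect; plate controls were basal doxycycline-induced cells for no effect and cells given 10 µM MG132 for full effect; MG132 reads +100%, hits lower the ratio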
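TMD8 ABC-DLBCL cells carrying doxycycline-inducible green luciferase fused to IkappaBalpha plus unfused red luciferase were exposed to compounds (up to 46 uM) for 4 hrs at 37C. Activity came from the overlap-corrected green/red luminescence ratio.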
GALK inh: inhibitors of human galactokinase; P51570; Purified GALK, Kinase-Glo residual ATP luminescence; Potency, µM (series often up to 57.5 µM), for inactives: at the top dose activity change, negative = inhibition, actives largely listed as inhibitors; 270,000 tested, 0.007% active; AID 1868; further: potency means the concentration at half of the fitted maximal effect; on the % scale 0 is the no-effect control and ±100 the full control effect
Target sequence (P51570 whole entry, looked up): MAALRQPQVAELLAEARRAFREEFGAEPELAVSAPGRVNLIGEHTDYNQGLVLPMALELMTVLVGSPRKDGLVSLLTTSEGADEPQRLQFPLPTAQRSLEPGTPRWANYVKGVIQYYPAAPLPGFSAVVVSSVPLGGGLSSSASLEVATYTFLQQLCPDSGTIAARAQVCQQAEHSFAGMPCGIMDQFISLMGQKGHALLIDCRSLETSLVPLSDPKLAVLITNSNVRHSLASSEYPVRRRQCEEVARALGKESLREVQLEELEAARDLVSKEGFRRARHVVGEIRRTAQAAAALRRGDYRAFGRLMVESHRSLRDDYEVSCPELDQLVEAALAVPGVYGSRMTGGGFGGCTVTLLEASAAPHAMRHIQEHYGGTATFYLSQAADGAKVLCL
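Human GALK (5 nM) with 35 uM ATP and 100 uM galactose in 20 mM HEPES pH 8.0, 5 mM MgCl2, 60 mM NaCl, 1 mM DTT, 0.01% BSA. After 1 h at room temperature, leftover ATP was read by Kinase-Glo Plus luminescence.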
Menin-MLL TR inh: displaces Texas Red mutant MLL peptide from human menin; AID 1768; Potency, µM (doses to about 61.6 µM), without a hit: at the top dose FP activity change, negative = inhibition, most hits filed as inhibitors; 270,000 tested, 0.23% active; O00255; Menin + Texas Red MLL mutant peptide, fluorescence polarization; active means well fitted inhibition curve with a large enough effect in the polarisation, with a control signal flat, not every such curve was filed as active; inconclusive means small, poorly fitted or top-dose-only effect, or effect the other way, or a change in a side signal; inactive means no such curve, though single readings can be large or run the other way; the % refers to the polarisation; further: potency means the concentration at half of the fitted maximal effect; % of control where 0% means no effect; many of its hits are not listed in these tables
* hit, by the source's call; ? = inconclusive; · = not tested or not shown; [ ] = remark or other dose. Unless noted, the call rests on the fitted dose curve; in most records, active means well fitted curve in the direction sought with a large enough effect; inconclusive means small, poorly fitted or top-dose-only effect, or another doubt; inactive means no such curve, though single readings can be large; an effect the other way counts as inactive or inconclusive. An excerpt (hit frequency here may not be typical).

SMILES	PKM2 activator	Eya2 inh	MBNL1-CUG inh	S-ASM inh	Mito fusion yeast	KCNH2 WT inh	USP2a inh	TSHR antagonist	BCR signal inh	GALK inh	Menin-MLL TR inh
Cc1onc(C(=O)NCCc2ccccc2)c1[N+](=O)[O-]	·	-1%	?	-4%	-2%	-10	1%	-1	1%	2%	-2%
COc1ccc(C)cc1N(CC(=O)NCCSCc1ccco1)S(=O)(=O)c1ccc(C)cc1	12%	?	-3%	-2%	-17%	-1	-5%	10	?	15%	-13%
Cc1cccc(N2CCN(C(=O)c3ccc4c(c3)OCCO4)CC2)c1C	-17%	-3%	-3%	-1%	-5%	-5	2%	-7	-2%	1%	-19%
O=C(NN=C1CCCCC1)c1ccccc1-n1cccc1	1%	-4%	-4%	1%	2%	1	2%	3	-2%	6%	0%
CCCCCCOc1ccc(NC(=O)CC2C(=O)N(CC)C(=S)N2Cc2ccco2)cc1 (configuration not stated)	5%	-13%	2%	-22%	-17%	0	3%	?	14%	1%	28%
Cc1cnc(NC(=O)Nc2ccc(Cl)cc2)s1	0%	-6%	-4%	-3%	-4%	6	-2%	-22	?	0%	?
COc1cc(/C=N/NC(=O)C(=O)/C=C2\NC(C)(C)Cc3ccccc32)ccc1O	-1%	0%	·	-16%	1%	8	-6%	-8	-1%	7%	·
CC1=C(C)C(C)=C(C#N)C(=C(C#N)C#N)N1	-5%	13%	3%	278%[activator]	0%	2	2%	-5	?	-2%	·
N/C(=N\OC(=O)COc1ccc2ccccc2c1Br)c1cccnc1	-1%	-2%	36%[activator]	·	8%	·	-1%	-5	5%	-2%	13%
CC(C)(C)c1csc(NC(=O)CSC2=NCCS2)n1	·	4%	-2%	-1%	-4%	-1	1%	-19	6%	0%	-7%
COc1ccc(C2=NCCc3cc(OC)c(OC)cc32)cc1	-2%	0%	?	14%	-4%	1	1%	11	-3%	·	1%
O=C(Cn1nnc(-c2ccccc2)n1)NCc1ccc2c(c1)OCO2	-17%	3%	-12%	1%	0%	-3	-1%	20	?	3%	?
O=C(NC1CC2CCCC(C1)N2C(=S)Nc1ccccc1)C1CC1 (configuration not stated)	-5%	-18%	-5%	2%	3%	-5	2%	-8	-5%	-1%	8%
Cc1c(Cl)c([N+](=O)[O-])nn1CCCC(=O)NCCc1ccccc1	3%	2%	·	2%	-5%	11	-1%	-5	-11%	13%	6%
COC(=O)C1=C(C)NC(=O)C1(Nc1nccs1)C(F)(F)F (configuration not stated)	1%	8%	-1%	3%	-1%	-1	3%	9	-1%	0%	15%
Cc1cccc(C(=O)Nc2ccccc2SCC2CSc3nc4ccccc4c(=O)n32)c1 (configuration not stated)	-15%	5%	-7%	-4%	-3%	3	-2%	-5	?	2%	-18%
O=C(c1ccc2oc(CCCc3ccccc3)nc2c1)N1CCCCC1CO (configuration not stated)	·	-2%	2%	-1%	0%	1	-1%	7	-6%	-2%	·
CCS(=O)(=O)N1CCN(c2ccc([N+](=O)[O-])c(N3CCOCC3)c2)CC1	-3%	-9%	?	-13%	5%	-9	2%	4	-2%	·	1%
Cc1cc(S(=O)(=O)NCCCN2CCOCC2)ccc1Br	·	2%	·	-1%	11%	0	0%	57	2%	·	·
Cc1ccc(NC(=O)C2OCCc3ccccc32)cc1C (configuration not stated)	-4%	-9%	4%	2%	0%	-22	-5%	-1	?	-3%	1%
N#Cc1ccc(Sc2nc3ccccc3[nH]2)cc1C#N	26%	4%	0%	0%	-1%	7	-1%	0	?	4%	1%
Cc1cc(-n2c(SCC(=O)Nc3ccc(F)c(F)c3)nc3n[nH]c(C)c3c2=N)ccc1Cl	·	-6%	24%	0%	-6%	-6	1%	-18	16%	8%	?
COc1ccc(/C=c2\sc3nc(=O)c(C)nn3c2=O)c(OC)c1	0%	6%	8%	1%	1%	-11	0%	-14	9%	-1%	11%
O=C(O)c1cn[nH]c1-c1cccc([N+](=O)[O-])c1	-1%	0%	14%	0%	4%	-2	4%	7	-6%	-1%	-1%
CCOC(=O)N1CCC(N2Cc3cccc(C(=O)NCc4ccc(C)cc4)c3C2=O)CC1	-9%	8%	?	-5%	-6%	23	-1%	6	17%	1%	-11%
Other structures follow.
SMILES	PKM2 activator	Eya2 inh	MBNL1-CUG inh	S-ASM inh	Mito fusion yeast	KCNH2 WT inh	USP2a inh	TSHR antagonist	BCR signal inh	GALK inh	Menin-MLL TR inh
CNC(=O)NC(=O)C(C)OC(=O)c1ccc(Cl)c(S(=O)(=O)Nc2ccc(F)cc2)c1 (configuration not stated)	21%	-4%	·	-3%	-3%	5	-3%	-7	?	-1%	·
Clc1ccc(Cc2nnc(-c3ccccc3Br)o2)cc1	-2%	-7%	-21%	-1%	2%	-17	0%	3	?	·	4%
CC1CCCC(NC(=O)CNCc2ccccc2F)C1C (configuration not stated)	·	8%	-3%	2%	4%	1	0%	2	2%	0%	1%
Cc1cc2ccccc2n1CCNC(=O)c1ccc(Br)o1	17%	-4%	11%	0%	4%	-14	1%	-5	5%	10%	?
CCOc1cccc(NC(=O)CC#N)c1	-3%	-2%	9%	5%	-4%	25	3%	2	-4%	-1%	-3%
C=CCC(CC=C)(NC(=O)c1ccccc1C)c1ccccc1	-2%	8%	-7%	1%	5%	-11	-1%	9	0%	5%	-18%
O=C(CN1C(=O)NC2(CCCC2)C1=O)Nc1ccccc1F	0%	14%	0%	6%	-2%	-20	-1%	-3	3%	-2%	·
Cc1ccccc1-n1c(C)nnc1SCC(=O)NCC1CCCO1 (configuration not stated)	-2%	-5%	-9%	1%	6%	-3	0%	20	?	-2%	-22%

Rewritten in CSV form: part of the list above
Structure,PKM2 activator,Eya2 inh,MBNL1-CUG inh,S-ASM inh,Mito fusion yeast,KCNH2 WT inh,USP2a inh,TSHR antagonist,BCR signal inh,GALK inh,Menin-MLL TR inh
CCOC(=O)N1CCC(N2Cc3cccc(C(=O)NCc4ccc(C)cc4)c3C2=O)CC1,-9%,8%,?,-5%,-6%,23,-1%,6,17%,1%,-11%
CNC(=O)NC(=O)C(C)OC(=O)c1ccc(Cl)c(S(=O)(=O)Nc2ccc(F)cc2)c1 (configuration not stated),21%,-4%,·,-3%,-3%,5,-3%,-7,?,-1%,·
Clc1ccc(Cc2nnc(-c3ccccc3Br)o2)cc1,-2%,-7%,-21%,-1%,2%,-17,0%,3,?,·,4%
CC1CCCC(NC(=O)CNCc2ccccc2F)C1C (configuration not stated),·,8%,-3%,2%,4%,1,0%,2,2%,0%,1%
Cc1cc2ccccc2n1CCNC(=O)c1ccc(Br)o1,17%,-4%,11%,0%,4%,-14,1%,-5,5%,10%,?
CCOc1cccc(NC(=O)CC#N)c1,-3%,-2%,9%,5%,-4%,25,3%,2,-4%,-1%,-3%
C=CCC(CC=C)(NC(=O)c1ccccc1C)c1ccccc1,-2%,8%,-7%,1%,5%,-11,-1%,9,0%,5%,-18%
O=C(CN1C(=O)NC2(CCCC2)C1=O)Nc1ccccc1F,0%,14%,0%,6%,-2%,-20,-1%,-3,3%,-2%,·
Cc1ccccc1-n1c(C)nnc1SCC(=O)NCC1CCCO1 (configuration not stated),-2%,-5%,-9%,1%,6%,-3,0%,20,?,-2%,-22%
